KB-3-1 tox = qHTS assay for MDR1-selective chemotherapeutics: Primary screen using the parental adenocarcinoma cell KB-3-1 | 400,000 compounds, 1.4% hits | Potency, µM (highest dose often 46.1 µM), inactives show at the highest dose activity change, negative = cytotoxic, most hits filed as cytotoxic | AID 1347075, 2019 | KB-3-1 viability, CellTiter-Glo ATP luminescence, 72 h; note: potency is the fitted concentration of half-maximal effect; % is set by controls: 0 for no effect and ±100 for the full control effect; nearly all actives have a fitted effect of over 60% in size
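Parental KB-3-1 viability, qHTS format: 72 h compound exposure, 37 °C; CellTiter-Glo; media-only wells and DMSO plates as controls; concentration-effect fits on corrected data.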
D3 antag = qHTS of D3 Dopamine Receptor Antagonist: qHTS | D(3) dopamine receptor (Homo sapiens), P35462 | D3R cells, DiscoveRx beta-arrestin luminescence, antagonist mode; active compounds read low | max response, negative = inhibition, % | 360,000 compounds, 2.5% hits; in the data active = max response below about -50%; inconclusive = no clear call, values can overlap the other calls; note: % is set by controls: 0 for no effect and ±100 for the full control effect; mostly tested at two doses, the higher about 12 µM
Target sequence (P35462 whole entry, looked up): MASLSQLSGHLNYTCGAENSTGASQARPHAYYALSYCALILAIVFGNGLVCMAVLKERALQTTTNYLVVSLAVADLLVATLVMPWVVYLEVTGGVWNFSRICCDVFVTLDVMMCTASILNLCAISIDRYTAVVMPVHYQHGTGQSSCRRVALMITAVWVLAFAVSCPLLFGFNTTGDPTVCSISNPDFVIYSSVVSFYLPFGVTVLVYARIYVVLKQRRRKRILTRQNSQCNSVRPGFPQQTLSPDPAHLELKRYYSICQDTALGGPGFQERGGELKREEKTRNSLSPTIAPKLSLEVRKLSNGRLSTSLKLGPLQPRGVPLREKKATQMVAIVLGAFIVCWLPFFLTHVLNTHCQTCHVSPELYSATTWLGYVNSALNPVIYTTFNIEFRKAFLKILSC
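Cells expressing the human receptor were seeded at 1500 cells/well, incubated overnight at 37 degrees C in 5% CO2, then exposed to library compounds with dopamine controls for 90 minutes at 37 degrees C before luminescent detection.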
DRD3 agonist = qHTS of D3 Dopamine Receptor Agonist: qHTS; D(3) dopamine receptor (Homo sapiens), P35462; D3R DiscoveRx beta-arrestin cells, luminescence, 90 min; max activation, %; 410,000 compounds, 0.58% hits; AID 652048, 2013; in the data active = max activation above about 30%; note: 0% is about no effect; mostly tested at two doses, the higher about 12 µM
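Cells at 1500/well, incubated overnight, then treated with pinned compounds (dopamine as control) for 90 min at 37 degrees C. DiscoveRx reagent added for 30 - 60 minutes at room temperature; luminescence read.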
SW480 rereplic = A quantitative high throughput screen for small molecules that induce DNA re-replication in SW480 colon adenocarcinoma cells; SW480 DNA re-replication, Hoechst DNA content imaging, 48 h; Potency, µM (doses to about 46.1 µM), inactives show top-dose re-replication activation, most hits filed as activators; 340,000 compounds, 1.8% hits; note: potency is the fitted concentration of half-maximal effect; % of control where 0% means no effect; nearly all actives have a fitted effect of over 55% in size
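DNA re-replication was detected as more nuclei of elevated Hoechst intensity after 48 hr exposure to compound (23 nL pinned per well of 250 cells).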
HT1080 IDH1KD tx = qHTS for induction of synthetic lethality in tumor cells producing 2HG: qHTS for the HT-1080-IDH1KD cell line. Potency, µM (highest dose often 46.1 µM), without a hit: at the top dose activity, negative = toxicity, usual class: cytotoxic. HT-1080 IDH1 knockdown viability, ATP luminescence, 48 h. 360,000 compounds, 2% hits. AID 686971, 2013;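 note: potency is the fitted concentration of half-maximal effect; 0% = DMSO wells and -100% = cell-free medium wells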
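In this qHTS, HT-1080 cells depleted of IDH1 are exposed for 48 h at 37 °C to compound titrations. Toxicity is scored from CellTiter-Glo luminescence, with DMSO as full viability and medium alone as none.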
KB-V1 cytotox = qHTS assay for MDR1-selective chemotherapeutics: Primary screen using the drug-selected MDR subline cells KB-V1; KB-V1 MDR cells viability, CellTiter-Glo, 72 h; Potency, µM (doses to about 46.1 µM), without a hit: at the top dose activity change, negative = cytotoxicity, actives largely listed as cytotoxic; 400,000 compounds, 3.4% hits; AID 1347076, 2019; note: potency is the fitted concentration of half-maximal effect; % is set by controls: 0 for no effect and ±100 for the full control effect; nearly all actives have a fitted effect of over 60% in size
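qHTS viability screen in drug-selected KB-V1 MDR cells: 72 h compound treatment at 37 degrees C, ATP luminescence end point.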
GLP1R ag = qHTS of GLP-1 Receptor Agonists. 380,000 compounds, 0.007% hits. AID 624172, 2012. HEK293 GLP-1R CRE-luciferase, luminescence, 4-6 h; cells express a hypersensitive GLP-1R form. Potency, µM (series often up to 45.6 µM), without a hit: at the top dose activation, usual class: activators; note: potency is the fitted concentration of half-maximal effect; % of control where 0% means no effect
Target sequence (P43220 whole entry, looked up): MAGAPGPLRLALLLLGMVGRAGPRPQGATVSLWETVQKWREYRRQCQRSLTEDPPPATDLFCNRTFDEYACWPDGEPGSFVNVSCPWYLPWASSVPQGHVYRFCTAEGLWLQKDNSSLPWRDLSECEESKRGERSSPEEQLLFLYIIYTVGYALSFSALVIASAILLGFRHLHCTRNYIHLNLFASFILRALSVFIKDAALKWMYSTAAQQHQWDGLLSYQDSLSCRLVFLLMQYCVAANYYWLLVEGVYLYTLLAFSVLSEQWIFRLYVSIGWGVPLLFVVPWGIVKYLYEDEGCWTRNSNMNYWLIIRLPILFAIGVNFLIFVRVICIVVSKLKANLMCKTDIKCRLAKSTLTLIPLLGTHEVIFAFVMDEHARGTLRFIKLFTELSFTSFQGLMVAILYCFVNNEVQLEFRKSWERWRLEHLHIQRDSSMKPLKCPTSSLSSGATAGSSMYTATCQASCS
IL-1B inflam inh = qHTS for Inhibitors of Inflammasome Signaling: IL-1-beta AlphaLISA Primary Screen | 360,000 compounds, 4.7% hits | THP-1 LPS/ATP IL-1B secretion, AlphaLISA, 16 h; active compounds read low | activity change, % at 57.5 µM; in the data active = activity change below about -50%; inconclusive = mostly about -30% to -49%; note: % is set by controls: 0 for no effect and ±100 for the full control effect
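THP-1 cells pretreated 1 hr with compounds (up to 57.5 uM final), then stimulated with LPS (250 ng/mL final) plus ATP (1.25 mM final); secreted IL-1B measured by AlphaLISA after 16 hr, decreased signal indicating inhibition.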
HT1080NT lethal = qHTS for induction of synthetic lethality in tumor cells producing 2HG: qHTS for the HT-1080-NT fibrosarcoma cell line; Potency, µM (highest dose often 46.1 µM), inactives show at the highest dose activity, negative = less viability, most hits filed as cytotoxic; 360,000 compounds, 1.6% hits; HT-1080-NT fibrosarcoma viability, CellTiter-Glo ATP luminescence, 48 h;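 note: NT is the 2HG producing partner of a matched IDH1 knockdown line; potency is the fitted concentration of half-maximal effect; 0% = DMSO-treated cells and -100% = media-only wells without cells; nearly all actives have a fitted effect of over 55% in size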
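Compounds were tested in concentration-response format on HT-1080-NT cells for 48 hours at 37 degrees C. Cell viability came from CellTiter-Glo luminescence; curves were classified by r2, response magnitude and activity.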
* marks the source's active call; other numbers are inactive results; ? = inconclusive; . = not tested or not shown; & = joins results of further samples; [ ] = another dose, or the depositor's remark. Unless noted, calls come from the whole dose curve; as a rule, active = well fitted curve in the direction sought with a large enough effect; inconclusive = small, poorly fitted or top-dose-only effect, or another doubt; inactive = no such curve, though single readings can be large; an effect the other way counts as inactive or inconclusive.

SMILES	KB-3-1 tox	D3 antag	DRD3 agonist	SW480 rereplic	HT1080 IDH1KD tx	KB-V1 cytotox	GLP1R ag	IL-1B inflam inh	HT1080NT lethal
O=[N+]([O-])c1cccc(S(=O)(=O)N2CCC(c3nc(-c4ccncc4)no3)CC2)c1	-2%	5	-11	0%	15%	-8%	-9%	0	1%
COc1ccc(C(CNS(=O)(=O)c2ccc(NC(C)=O)c(OC)c2)N2CCCC2)cc1 (configuration not stated)	5%	-54*	-2	-6%	22%	-12%	8%	13	5%
O=C(c1ccc2c(=O)n(C3CCCC3)c(=S)[nH]c2c1)N1CCc2ccccc21	-16%	28	8	-1%	-6%	-14%	-10%	0	-7%
COc1ccc(S(=O)(=O)NCc2cc(=O)n(C)c(=O)n2C)cc1C	-4%	6	5	-1%	10%	-16%	-5%	18	6%
O=C(Nc1cccc(C(=O)O)c1)/C(=C\c1ccco1)NC(=O)c1ccccc1	-1%	-11	-16	-5%	15%	?	0%	-5	-1%
CCCCn1c2ccc(F)cc2c2nnc(SCCN(CC)CC)nc21	-28%	.	-20	.	.	?	8%	.	.
CC(=O)Nc1ccc(Nc2nnc(-c3ccc(C)c(S(N)(=O)=O)c3)c3ccccc23)cc1	-7%&0%	-17	-17&-10	-6%	3%	17%&13%	15%&1%	7	-4%
COC(=O)c1cc(NC2c3ccccc3C(=O)N2CCN2CCOCC2)cc(C(=O)OC)c1 (configuration not stated)	-2%	3	-4	-1%	5%	-21%	1%	15	7%
COc1ccc(C)cc1NC(=O)CSc1nc2ccccc2nc1N1CCCC1	?	8	-5	4%	0%	15%	9%	11	0%
COc1ccc(CN2CCN(C(=O)C3CCN(S(=O)(=O)c4cccs4)CC3)CC2)c(OC)c1OC	?	1	-4	.	-3%	-7%	8%	26	-6%

Not a retest: entries from further up.
SMILES	KB-3-1 tox	D3 antag	DRD3 agonist	SW480 rereplic	HT1080 IDH1KD tx	KB-V1 cytotox	GLP1R ag	IL-1B inflam inh	HT1080NT lethal
O=[N+]([O-])c1cccc(S(=O)(=O)N2CCC(c3nc(-c4ccncc4)no3)CC2)c1	-2%	5	-11	0%	15%	-8%	-9%	0	1%
COc1ccc(C(CNS(=O)(=O)c2ccc(NC(C)=O)c(OC)c2)N2CCCC2)cc1 (configuration not stated)	5%	-54*	-2	-6%	22%	-12%	8%	13	5%
O=C(c1ccc2c(=O)n(C3CCCC3)c(=S)[nH]c2c1)N1CCc2ccccc21	-16%	28	8	-1%	-6%	-14%	-10%	0	-7%
COc1ccc(S(=O)(=O)NCc2cc(=O)n(C)c(=O)n2C)cc1C	-4%	6	5	-1%	10%	-16%	-5%	18	6%
O=C(Nc1cccc(C(=O)O)c1)/C(=C\c1ccco1)NC(=O)c1ccccc1	-1%	-11	-16	-5%	15%	?	0%	-5	-1%
CCCCn1c2ccc(F)cc2c2nnc(SCCN(CC)CC)nc21	-28%	.	-20	.	.	?	8%	.	.
CC(=O)Nc1ccc(Nc2nnc(-c3ccc(C)c(S(N)(=O)=O)c3)c3ccccc23)cc1	-7%&0%	-17	-17&-10	-6%	3%	17%&13%	15%&1%	7	-4%
COC(=O)c1cc(NC2c3ccccc3C(=O)N2CCN2CCOCC2)cc(C(=O)OC)c1 (configuration not stated)	-2%	3	-4	-1%	5%	-21%	1%	15	7%
COc1ccc(C)cc1NC(=O)CSc1nc2ccccc2nc1N1CCCC1	?	8	-5	4%	0%	15%	9%	11	0%

(further entries)
SMILES	KB-3-1 tox	D3 antag	DRD3 agonist	SW480 rereplic	HT1080 IDH1KD tx	KB-V1 cytotox	GLP1R ag	IL-1B inflam inh	HT1080NT lethal
COc1ccccc1C(=O)Nc1ccccc1C(=O)N1CCCC1	21%	59	-3	-3%	3%	-29%	1%	-3	3%
Fc1ccc(/C=N/Nc2nc(-c3cccnc3)nc3ccccc23)cc1	-11%	12	8	366%	?	-10%	7%	-10	?
CCC1(c2ccc(OC)cc2)NC(=O)N(CC(=O)N2CCc3ccccc32)C1=O (configuration not stated)	-5%	18	3	-2%	-9%	-17%	-1%	0	4%
CC1CC(C)CN(S(=O)(=O)c2ccc3c(c2)oc(=O)n3CC(=O)N(C)Cc2ccccc2)C1 (configuration not stated)	18%	4	2	-1%	0%	6%	5%	18	0%
COc1ccc2nc3ccccc3nc2c1NC(=O)c1ccc(Br)cc1	-1%	-8	1	0%	10%	2%	5%	18	5%
CCN(C(=O)c1cccc(Br)c1)c1ccccc1	7%	16	2	-2%	-2%	-25%	9%	-9	-7%
C=CC[C@@H](CC(=O)NCCO)C(=O)N[C@@H](COC(=O)[C@@H](CC=C)CC(=O)OC(C)(C)C)Cc1c[nH]c2ccccc12	0%	33	2	0%	5%	12%	15%	19	0%
CCOC(=O)[C@H]1[C@H]2COc3ccc(Br)cc3[C@@H]2N2C(=O)c3cc(Br)ccc3NC(=O)[C@@]12C	?	0	-11	-3%	-17%	-29%	-2%	-14	-9%
CCc1ccc(C(=O)COC(=O)c2cc([N+](=O)[O-])ccc2NCCO)cc1	-30%	-9	3	3%	?	?	?	?	?
CCOc1ccc(NS(=O)(=O)c2cc(NC(=O)CCS(=O)(=O)c3ccc(C)cc3)ccc2OC)cc1	?	-29	-4	.	-19%	?	3%	31	-23%
CC1(C)Cc2ccccc2-c2nnc(C(F)(F)F)n21	8%	4	1	-4%	21%	-4%	8%	-12	26%
COc1ccccc1NC(=O)C1CCN(S(=O)(=O)c2cccc3nonc23)CC1	0%	-6	-12	-3%	-1%	-19%	3%	15	9%
O=C(NC1CCCCC1)C(c1cccnc1)N(C(=O)c1ccc(Cl)nc1)C1CCCCC1 (configuration not stated)	-5%	1	-4	-6%	0%	?	-15%	7	11%
COc1ccc(N2CCN(C(=O)COC(=O)COc3cccc(C(F)(F)F)c3)CC2)cc1	6%	-3	6	-6%	3%	?	-5%	5	5%[9.24 µM]
CCOC(=O)COc1ccc2nsnc2c1Cl	-7%	-7	-1	11%	-6%	0%	-5%	4	-4%
O=C(OCCN1C(=O)c2ccccc2C1=O)c1ccc(S(=O)(=O)N2CCCCCC2)cc1	2%	-6	4	-15%	10%	11%	-7%	83	-3%
CCn1cc2nc(SCc3cccc(Cl)c3)n(Cc3ccc(C)cc3)c(=O)c2n1	1%	.	0	.	.	-17%	-1%	.	.
CCC(=O)Nc1ccc(N/C(N)=N/c2nc(C)cc(C)n2)cc1	-19%	8	6	0%	-2%	-1%	-7%	?	-5%
CCOc1ccc(-n2c(C)c(C(=O)OC)c3cc(O)ccc32)cc1	-1%	38	13	-1%	-1%	-2%	12%	-2	-5%
O=C(NCc1cccc(C(F)(F)F)c1)c1csc([C@H]2C[C@H](O)[C@@H](CO)O2)n1	0%	-1	2	.	?	16%	-7%	64	4%
COc1ccc(NC(=O)C2Cc3ccccc3C(=O)O2)cc1 (configuration not stated)	21%	-6	-3	1%	17%	26%	8%	3	13%
CC(C)C(C)NC(=O)CSc1nnc(-c2c[nH]c3ccccc23)o1 (configuration not stated)	1%	-4	-2	3%	0%	?	5%	36	1%
C=CCn1c(COc2ccc(Cl)cc2)nnc1SCC(=O)N/N=C/c1cccc(O)c1	16%	41	-17	-6%	-1%[9.24 µM]	8%	0%	1	-16%
COc1ccc(C(=O)Cn2cnc3ccc(Cl)cc3c2=O)cc1F	17%	-2	11	11%	7%	4%	7%	7	18%
C#CCOCCOCCOCCNc1nc(N2CCN(C(=O)Cn3cc(CCCCN)nn3)CC2)nc(N2CCN(C(=O)Cn3cc(CCCCN)nn3)CC2)n1	7%	33	-8	1%	2%	-8%	-5%	7	6%
COCCCNS(=O)(=O)c1cccc(S(=O)(=O)c2cccc(S(=O)(=O)NCCCOC)c2)c1	8%	10	5	-8%	-6%	?	-2%	0	0%
COc1cccc(-c2cnc3cccnn23)c1	0%	17	7	.	-6%	-15%	-1%	-7	-24%
Clc1ccc(-c2c[nH]c3ccccc23)nn1	-2%	-18	-3	-4%	-13%	17%	15%	3	-12%
CC(Sc1nnc(-c2ccccc2F)n1C)C(=O)Nc1ccc(N2CCOCC2)cc1 (configuration not stated)	11%	-18	-2	.	-5%	0%	-4%	-6	-6%
Cc1ccc(-c2nn(-c3ccccc3)cc2/C=C/C(=O)Nc2cccc(S(N)(=O)=O)c2)cc1	?	35	38*	?	?	-8%	-2%	?	?
COc1ccc(OC)c(NC(=O)C2CCCN(S(=O)(=O)c3cccc4nonc34)C2)c1 (configuration not stated)	9%	14	-3	0%	-8%	-23%	-13%	44	6%
O=S(=O)(c1cccs1)N1CCN(c2ccccc2F)CC1	-19%	-21	-10	1%	-2%	?	19%	-5	-6%
CC1=C(C(=O)Nc2ccc(C)cc2C)C(c2ccccc2C)n2ncnc2N1 (configuration not stated)	-5%	.	-2	.	.	?	-3%	.	.
CN(C(=O)c1cccc(NC(=O)Cc2cccc([N+](=O)[O-])c2)c1)C1CC1	1%	30	15	-15%	-13%	12%	3%	-3	-12%
CCCCn1c(N)c(N(CCOC)C(=O)CCNC(=O)NC23CC4CC(CC(C4)C2)C3)c(=O)[nH]c1=O	-3%	0	-1	-10%	-5%	9%	-6%	-4	-4%
Cc1ccc(NC(=O)CN2C(=O)S/C(=C\c3ccc(OCC(=O)O)c(Br)c3)C2=O)cc1	5%	-9	1	4%	8%	6%	1%	11	3%

Screens deposited in PubChem BioAssay by National Center for Advancing Translational Sciences (NCATS).
